RXFP1 agonist – agonists of human relaxin receptor RXFP1; Q9HBX9; 0.3% of 370,000 active; Potency, µM (highest dose often 57.5 µM), for inactives: at the top dose activation, hits mostly activators; HEK293T-RXFP1 cAMP TR-FRET, 30 min; response scale: percent of porcine relaxin response, buffer zero; AID 2676; further: potency means the concentration at half of the fitted maximal effect; on the % scale 0 is the no-effect control and ±100 the full control effect; nearly all actives have a fitted effect of over 60% in size; many of its hits are not listed in these tables
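HEK293T cells stably expressing RXFP1 were pretreated with the PDE4 inhibitor Ro 20174, exposed to compounds for 30 min at 37C, lysed, and cAMP was read by TR-FRET. Data normalized to buffer (basal) and 29 nM porcine relaxin (100%).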
D1 antag – antagonists of human D1 dopamine receptor; P21728; HEK293 TREx D1 cells, calcium flux, dopamine EC80; active compounds read low; activity change, negative = inhibition, % at 10 µM; 3.2% of 360,000 active; AID 504652; in the data active means activity change below about -30%; further: on the % scale 0 is the no-effect control and ±100 the full control effect
Target sequence (P21728 whole entry, looked up): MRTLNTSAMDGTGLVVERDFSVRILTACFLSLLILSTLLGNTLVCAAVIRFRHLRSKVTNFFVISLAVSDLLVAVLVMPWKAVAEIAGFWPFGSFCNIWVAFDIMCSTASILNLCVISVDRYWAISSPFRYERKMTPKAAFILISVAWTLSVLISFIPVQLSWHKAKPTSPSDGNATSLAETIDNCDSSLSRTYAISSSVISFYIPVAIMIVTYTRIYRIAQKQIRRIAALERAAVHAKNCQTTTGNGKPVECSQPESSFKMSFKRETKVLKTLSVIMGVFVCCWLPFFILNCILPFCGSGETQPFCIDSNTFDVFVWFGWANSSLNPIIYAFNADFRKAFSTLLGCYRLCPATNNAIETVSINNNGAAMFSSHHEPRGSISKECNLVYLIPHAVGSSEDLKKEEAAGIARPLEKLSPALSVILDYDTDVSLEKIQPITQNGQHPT
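HEK293 T-REx cells expressing inducible, force-coupled D1 receptor; no-wash Ca dye, 30–90 min RT. Cmpd → 180 s read at 1 Hz → EC80 DA → 180 s read.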
D1 PAM – potentiators of human D1 dopamine receptor | P21728 | HEK293 TREx D1 cells, calcium flux, dopamine EC20 potentiation | potentiation, % at 10 µM | 0.036% of 360,000 active | AID 504651; in the data active means potentiation above about 30%; further: 0% is about no effect
Vif-APOBEC3F blk – Vif-A3F binding inhibition. Potency, µM (top dose mostly 46.1 µM), for inactives: at the top dose activity, negative = active. HeLa A3F-eYFP + Vif (tagged APOBEC3F with the HIV-1 protein that degrades it), YFP fluorescence increase. 0.2% of 390,000 active; further: potency means the concentration at half of the fitted maximal effect; % of control where 0% means no effect; nearly all actives have a fitted effect of over 65% in size
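HeLa cells stably expressing A3F-eYFP plus Vif, plated and incubated overnight at 37 deg C, then exposed to compounds overnight at 37 deg C. Blocked degradation read as raised yellow fluorescence (Ex 488/Em 500-530).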
Glioma ERSR ind – induces the endoplasmic reticulum stress response in human glioma cells | U87-MG GRP78 promoter luciferase reporter, 16 h | Potency, µM, for inactives: at the top dose activation, actives largely listed as activators | 0.02% of 420,000 active | AID 602332; further: potency means the concentration at half of the fitted maximal effect; series mostly up to about 76 µM; % of control where 0% means no effect; nearly all actives have a fitted effect of over 35% in size
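Stably transfected U87-MG human glioma cells carrying a GRP78-based luminescent sensor were seeded at 1000 cells/well, pin-dosed with compounds and incubated 16 h. Luciferase reagent was then added, and end-point luminescence was read after 10 min at room temperature.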
Vif-APOBEC3G blk – inhibitors of Vif-APOBEC3G interaction; Q9HC16; HeLa A3G-eYFP + Vif (tagged APOBEC3G with the HIV-1 protein that degrades it), YFP fluorescence, overnight; Potency, µM (top dose mostly 46.1 µM), inactives show at the top dose activity, negative = active, hits mostly inhibitors; 0.076% of 410,000 active; AID 602310;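 further: potency means the concentration at half of the fitted maximal effect; on the % scale 0 is the no-effect control and ±100 the full control effect; nearly all actives have a fitted effect of over 60% in size; hits raise eYFP signal because A3G escapes Vif-driven loss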
Target sequence (Q9HC16 whole entry, looked up): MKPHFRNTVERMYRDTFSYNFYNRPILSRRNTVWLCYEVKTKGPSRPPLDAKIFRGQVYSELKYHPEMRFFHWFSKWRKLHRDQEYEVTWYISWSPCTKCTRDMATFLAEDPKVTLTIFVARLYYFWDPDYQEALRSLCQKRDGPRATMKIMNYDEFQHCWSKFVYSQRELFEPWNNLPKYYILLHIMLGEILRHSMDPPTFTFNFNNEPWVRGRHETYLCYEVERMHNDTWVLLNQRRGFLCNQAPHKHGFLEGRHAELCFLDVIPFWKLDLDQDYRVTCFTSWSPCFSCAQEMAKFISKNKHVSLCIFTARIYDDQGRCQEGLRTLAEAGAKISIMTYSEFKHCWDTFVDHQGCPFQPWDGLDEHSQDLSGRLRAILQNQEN
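Read-out is eYFP fluorescence (Ex 488/Em 500-530) from Vif-expressing HeLa A3G-eYFP cells; more signal means A3G escaped Vif-mediated degradation. Cells plated overnight, compound pinned in, incubated overnight at 37 deg C.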
D2 potentiator – positively modulates the human D2 dopamine receptor allosterically | 0.34% of 340,000 active | P14416 | HEK293 T-REx D2, calcium flux, EC20 dopamine potentiation | potentiation, % at 10 µM | AID 485347;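 active means potentiation over 3 SD above the plate norm, cut at about 30% in these data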; further: 0% is about no effect
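Tetracycline-induced HEK293 T-REx cells force-coupled to calcium signalling expressed D2; compounds were pin-added after a 10 s baseline, read kinetically 180 s, then an EC20 dopamine challenge followed with a further 180 s calcium read.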
D1 ag – human D1 receptor agonism. P21728. HEK293 T-REx D1 cells, calcium flux, agonist mode. activation, % at 2 µM. 1% of 360,000 active; in the data active means activation above about 30%; further: 0% is about no effect
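Tetracycline-induced HEK293 TREx D1 cells, force-coupled to calcium signalling, were dye-loaded with a no-wash calcium kit. Compound was pin-added after a 10 s baseline. Fluorescence was read kinetically at 1 cycle/s for 180 s, with calcium rises flagged as agonism.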
LDHA block – blocks human lactate dehydrogenase A. P00338. purified LDHA, NADH/diaphorase-resazurin fluorescence; active compounds read low. activity change, % (values are at about 110 or 230 µM). 0.15% of 480,000 active. AID 1347041; in the data active means activity change below about -30%; inconclusive means mostly about -25% to -30%;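 further: plate controls were DMSO wells for no effect and wells without enzyme for full effect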
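Resorufin fluorescence (ex540/em590), read at 0 and 20 min after diaphorase/resazurin addition, reports the NADH left after a 5 min room-temperature reaction of 2 nM human LDH5 with 0.06 mM NADH and 0.2 mM pyruvate.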
Starred values were filed as active, the others as inactive; ? = inconclusive; / = not tested or not shown; & = joins results of further samples; ! = repeats disagree. Unless noted, the call rests on the fitted dose curve; in most records, active means well fitted curve in the direction sought with a large enough effect; inconclusive means small, poorly fitted or top-dose-only effect, or another doubt; inactive means no such curve, though single readings can be large; an effect the other way counts as inactive or inconclusive. The list is partial. The share of hits here may be higher or lower than overall.

SMILES	RXFP1 agonist	D1 antag	D1 PAM	Vif-APOBEC3F blk	Glioma ERSR ind	Vif-APOBEC3G blk	D2 potentiator	D1 ag	LDHA block
O=C(CNC(=O)C1CCCCCC1)OC(C(=O)Nc1cc(C(F)(F)F)ccc1Cl)c1ccccc1 (stereo not drawn)	/	12	4	/	/	/	/	7	-3
COc1cccc(-n2nnc3c(=O)n(Cc4ccccc4F)cnc32)c1	1.8%	-3	-2	-5%	3%	1%	6	10	-3
CC1(c2ccc3ccccc3c2)NC(=O)N(CC(=O)Nc2cccc(S(=O)(=O)N3CCOCC3)c2)C1=O (stereo not drawn)	3.4%	-16	-4	-4%	-3%	-22%	-2	3	-5
Cc1ccc(-c2n[nH]c(=O)c3ccccc23)cc1S(N)(=O)=O	1.1%	-8	1	-2%	-4%	-1%	-4	10	-30*!
CC(C)Cn1c(N)c(C(=O)COC(=O)/C=C/c2ccccc2)c(=O)n(C)c1=O	-0.2%	-25	-6	-18%	-5%	-2%	3	16	-7
Cc1ccccc1N1CCN(C(=O)c2ccccc2NC(=O)C2CC=CCC2C(=O)O)CC1 (stereo not drawn)	3.1%	-9	4	0%	-2%	-1%	1	1	-3
CSc1ccc(C(=O)C2CCCN(C(=O)CCCn3cncn3)C2)cc1 (stereo not drawn)	1.5%	-11	3	-8%	4%	-4%	8	3	-6
COc1ccc(-c2ccc3[nH]c4c(c3c2)CCN2C(=O)[C@@H]([C@H](C)O)[C@@H](N(C)C(=O)Nc3cc(Cl)cc(Cl)c3)C[C@@H]42)cc1	/	/	/	-14%	-3%	-23%	/	/	-3
CC(=O)Nc1ccccc1C(=O)C(=O)Nc1cccc(Br)c1	2.3%	6	-6	3%	4%	0%	-15	0	-5
CCN(CC)S(=O)(=O)c1ccc2[nH]cc(C(=O)NCCc3ccc(OC)c(OC)c3)c(=O)c2c1	2.4%	9	1	1%	-4%	0%	14	1	-2
O=C(O)CCC(=O)N1CN2CN(C(=O)CCC(=O)O)CC([N+](=O)[O-])(C2)C1	1.3%	-2	-5	-5%	-3%	0%	-1	1	-10
Cc1ccc(-n2nc(C)c3c2NC2=C(C(=O)CC(C)(C)C2)C3c2ccccc2OCC(=O)O)cc1 (stereo not drawn)	5.3%	-2	5	-3%	-8%	1%	-9	3	-2
O=C(CSc1nc2c([nH]c3ccccc32)c(=O)n1-c1ccc(F)cc1)NCc1ccco1	0.0%&3.5%	-28&12	-5&-3	-7%&1%	-2%&-1%	1%&6%	12&-1	1&4	-3&-8
CCn1cc(S(=O)(=O)N2CCc3ccccc3C2)cn1	-2.4%	-12	3	-2%	-3%	3%	4	3	0
O=C(CC1N=C2c3ccccc3N=C(SCC(=O)Nc3ccc(F)cc3)N2C1=O)NCc1ccc2c(c1)OCO2 (stereo not drawn)	1.2%	22	-2	4%	-3%	-6%	7	0	5
O=C(O)COc1ccc(/C=C2/SC(=S)N(Cc3ccccc3)C2=O)cc1	2.7%	2	1	2%	-6%	0%	-2	1	-6
COc1ccccc1Nc1nc(-c2ccccc2)nc2ccccc12	1.5%	-3	-5	-4%	-3%	-15%	-6	1	6&0
N/C(CCS(=O)(=O)c1ccc(Cl)cc1)=N\OC(=O)c1ccc(Cl)cc1	3.4%	4	-10	10%	-2%	3%	3	0	-3
CCC(C)[C@H](NC(=O)NCCC1=CCCCC1)C(=O)OC (stereo partly drawn)	0.7%	0	-3	13%	0%	-2%	-10	2	-15
O=C1c2cc(F)ccc2OC2(CCNCC2)C12CC(c1ccccc1)=NO2 (stereo not drawn)	-2.9%	-13	-3	3%	-3%	5%	-2	43*	-2
O=C(NCc1ccc(Cl)cc1)C1CCN(C(=O)c2ccc(Cl)cc2)CC1	-1.7%	-21	-7	?	-4%	2%	3	8	-1
O=C(CCCn1c(SCC(=O)NCC2CCCO2)nc2ccccc2c1=O)NCc1ccccc1 (stereo not drawn)	2.4%	-1	0	-7%	-4%	-1%	-13	2	-5
O=C(CCC(=O)c1ccccc1)NC1CCCN(Cc2ccccc2F)C1 (stereo not drawn)	-1.5%	5	4	-23%	-1%	2%	4	0	0
COc1ccc(CNC(=O)COC(=O)c2ccc(Br)o2)cc1	-2.1%	-10	2	6%	-4%	-3%	6	3	-1
CC1(C)CC(C(=O)Nc2ccccc2)C(=O)O1 (stereo not drawn)	/	/	/	19%	-2%	-2%	/	/	-3

D1 ag, entries above that show a hit
compound | D1 antag | D1 PAM | Vif-APOBEC3F blk | Vif-APOBEC3G blk | D2 potentiator | D1 ag | LDHA block
O=C1c2cc(F)ccc2OC2(CCNCC2)C12CC(c1ccccc1)=NO2 (stereo not drawn) | -13 | -3 | 3% | 5% | -2 | 43* | -2

Next entries follow:
SMILES	RXFP1 agonist	D1 antag	D1 PAM	Vif-APOBEC3F blk	Glioma ERSR ind	Vif-APOBEC3G blk	D2 potentiator	D1 ag	LDHA block
COc1ccc(CC(=O)Nc2c3c(nn2-c2cccc(C)c2C)CS(=O)C3)cc1OC (stereo not drawn)	0.5%	3	-1	3%	-4%	1%	3	1	-4
COc1ccc(-n2ccnc2SCC(=O)Nc2cccc(OC)c2)cc1	-1.3%	-18	-4	-19%	-3%	5%	8	8	-2
CC1(C)C2CCC1(CS(=O)(=O)Nc1ccc(S(=O)(=O)N3CCCC3)cc1)C(=O)C2 (stereo not drawn)	4.4%	-14	1	-1%	-3%	-2%	-4	2	-10
CC(Sc1ccccn1)C(=O)NC1CCCC1 (stereo not drawn)	1.7%	6	-3	3%	2%	-3%	-6	1	0
CCOC(=O)c1csc(NC(=O)C2CCCCC2)n1	0.3%	2	-1	-6%	1%	2%	-6	1	-7
CN1C(=O)C2(C(C#N)=C(N)N(c3cc(Cl)cc(Cl)c3)C3=C2C(=O)CC(C)(C)C3)c2ccccc21 (stereo not drawn)	1.8%	6	1	-3%	-4%	0%	-2	1	-12
Cc1nn(CC(=O)NCC(C)c2ccccc2)c(=O)c2cccn12 (stereo not drawn)	1.2%	-3	3	0%	-3%	3%	9	1	-2
N#C/C(=C\c1cccnc1)C(=O)Nc1ccc(Cl)cc1	2.7%	-31*	-3	1%	-1%	0%	-6	7	1
CC(=O)Nc1nc2cc([N+](=O)[O-])ccc2s1	0.4%	4	-2	1%	-3%	6%	-8	0	-1
O=C(CC(=O)N/N=C\c1ccccc1[N+](=O)[O-])NCCc1ccccc1	0.6%	-12	6	2%	0%	0%	-3	-3	-7
CCc1ccc(OCC(=O)NNC(=O)C2CCN(c3ncnc4sc(C)c(C)c34)CC2)cc1	1.0%	-17	4	3%	-2%	-2%	-14	1	-3
O=C(COC(=O)c1cccc(S(=O)(=O)N2CCc3ccccc32)c1)Nc1ccc(Cl)cn1	1.1%	6	-5	0%	0%	1%	-5	9	-3
CCOc1ccc2nc(NC(=O)C3CSC4(C)CCC(=O)N34)sc2c1 (stereo not drawn)	1.5%	15	4	3%	3%	-2%	-6	0	4
Cc1cc(CNC(=O)CCc2nnc(CCCCc3ccccc3)o2)nn1C	2.3%	14	-1	3%	-1%	3%	-1	3	-14
CCn1c(=O)cc(OCC(=O)N2CCN(C(=O)c3ccco3)CC2)c2ccccc21	0.1%	0	-5	-3%	1%	2%	-2	2	-6
CN(C(=O)COC(=O)C1CCN(S(=O)(=O)c2c(Cl)cccc2Cl)CC1)C1CCCCC1	0.0%	0	-5	4%	-1%	0%	-1	27	-1
Cc1c(/C=N/NC(N)=O)c2ccccn2c1C(=O)c1ccc(F)cc1	3.3%	-8	8	0%	-2%	-7%	9	1	-3
COc1cc(NS(=O)(=O)c2ccc(N=Cc3c(C)[nH]n(-c4ccccc4)c3=O)cc2)nc(OC)n1	15%	11	-8	-7%	0%	-2%	6	2	-8
CCC(C)n1cnc2c(c1=O)c1nc3ccccc3nc1n2Cc1ccc2c(c1)OCO2 (stereo not drawn)	5.6%	3	-5	/	/	/	10	0	/
O=C(O)c1ccc(CS(=O)(=O)c2cccc(C(F)(F)F)c2)o1	1.8%	10	0	4%	-5%	3%	-4	4	-3
CC(NC(=O)c1ccccc1C(=O)O)c1ccc(-n2ccnc2)cc1 (stereo not drawn)	0.0%	-1	2	7%	-4%	0%	0	6	-6
O=C1CC=Nc2ccc([N+](=O)[O-])cc21	/	/	/	3%	-4%	1%	/	/	-3
O=C(OCC(=O)N1CCCCC1)c1cc2ccccc2cc1O	0.4%	9	4	-6%	2%	0%	-13	3	9
CC(=O)Nc1cccc(NC(=O)C2CCCN2C(=O)Nc2ccc(Cl)cc2)c1 (stereo not drawn)	-1.2%	-9	-6	/	-5%	-6%	-15	2	-16
CCCN1CCN(CCNC(=O)Nc2ccc(OC)cc2OC)CC1	-2.3%	3	2	3%	-1%	1%	-1	0	2
O=C(Nc1ccc(F)cc1)N1CCC(c2nc3c(nnn3Cc3cccc(Cl)c3)c(=O)[nH]2)CC1	0.1%	-13	2	-8%	1%	2%	2	4	2
O=C(CSc1nnc(-c2cccnc2)o1)NNC(=O)c1ccc(Br)cc1	0.6%	5	0	-5%	-2%	0%	-4	1	-1
CCOc1ccc(C2/C(=C(/O)c3ccc(OC)cc3)C(=O)C(=O)N2c2cc(C)on2)cc1OC (stereo not drawn)	4.4%	8	-5	3%	-6%	-8%	1	3	-4
Cc1ccc(S(=O)(=O)N[C@H](C(=O)N2CCC(C(=O)N[C@@H](CC(=O)O)C(=O)O)CC2)C(C)C)cc1	0.1%	3	3	-2%	-1%	0%	8	2	3
COc1ccc(NS(=O)(=O)c2ccc(S(=O)(=O)N(C)C)cc2)cc1S(N)(=O)=O	0.5%	15	4	-28%	-1%	-4%	-3	2	-2

Filtered by structure: those above containing a cyano group
SMILES	RXFP1 agonist	D1 antag	D1 PAM	Vif-APOBEC3F blk	Glioma ERSR ind	Vif-APOBEC3G blk	D2 potentiator	D1 ag	LDHA block
CN1C(=O)C2(C(C#N)=C(N)N(c3cc(Cl)cc(Cl)c3)C3=C2C(=O)CC(C)(C)C3)c2ccccc21 (stereo not drawn)	1.8%	6	1	-3%	-4%	0%	-2	1	-12
N#C/C(=C\c1cccnc1)C(=O)Nc1ccc(Cl)cc1	2.7%	-31*	-3	1%	-1%	0%	-6	7	1
